Assay outcomes as filed in PubChem.
NLRP3 yeast inh – NALP3 inhibition in yeast. actives 0.39% (n = 330,000). Yeast reconstituted NLRP3/ASC/caspase-1, beta-gal luminescence, 24 h. AID 2825. inhibition, % at 10 µM;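 active means inhibition of 50% or more; inactive means inhibition below 50%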;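 further: plate controls were induced DMSO wells for no effect and uninduced yeast grown without galactose for full effect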
SENP8 block-1 – blocks the human protease SENP8 | Q96LD8 | purified SENP8, Z-RLRGG-aminoluciferin cleavage, luminescence | inhibition, % at 10 µM | actives 1.2% (n = 330,000) | AID 2540; in the data active means inhibition above about 50%
SENP8 block-2 – SENP8 (human) protease inhibition; Q96LD8; actives 0.64% (n = 360,000); recombinant SENP8, Nedd8 substrate fluorescence; AID 602440; inhibition, % at 20 µM; in the data active means inhibition mostly above about 40%, no sharp cut-off; inactive means mostly below about 27%
SENP1 inh – inhibitors of human SENP1 SUMO protease catalytic domain | recombinant SENP1 catalytic domain, CyPet-SUMO1-YPet FRET cleavage | inhibition, % at 10 µM | actives 0.21% (n = 360,000) | AID 624204;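 active means inhibition at least 30% at 10 µM, raw YFP signal under a set limit, fluorescence ratio 0.5 to 1.5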;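 further: 0% = enzyme with DMSO and 100% = no enzyme wells; some results filed as inactive read as strong as hits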
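Controls: no-enzyme wells low, DMSO-plus-enzyme wells high control. Test system: human recombinant His6-tagged SENP1 catalytic domain enzyme. Reagent: SFCypet-SUMO1-SFYpet FRET protein substrate, 25 nM final. Doses: one dose per compound, 10 µM, 0.5% DMSO. Detection: FRET, CFP and YFP emission. Timing: 50 min reaction at room temperature.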
Apaf-1 inh – blocks human Apaf-1 apoptosome activity; actives 0.71% (n = 330,000); reconstituted apoptosome caspase-3 activity, DEVD-Rh110 fluorescence; inhibition, % at 20 µM; O14727; AID 489030; active means inhibition of at least 40% at 20 µM;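 further: plate controls were DMSO wells for no effect and DEVD-CHO caspase inhibitor wells for full effect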
Target sequence (O14727 whole entry, looked up): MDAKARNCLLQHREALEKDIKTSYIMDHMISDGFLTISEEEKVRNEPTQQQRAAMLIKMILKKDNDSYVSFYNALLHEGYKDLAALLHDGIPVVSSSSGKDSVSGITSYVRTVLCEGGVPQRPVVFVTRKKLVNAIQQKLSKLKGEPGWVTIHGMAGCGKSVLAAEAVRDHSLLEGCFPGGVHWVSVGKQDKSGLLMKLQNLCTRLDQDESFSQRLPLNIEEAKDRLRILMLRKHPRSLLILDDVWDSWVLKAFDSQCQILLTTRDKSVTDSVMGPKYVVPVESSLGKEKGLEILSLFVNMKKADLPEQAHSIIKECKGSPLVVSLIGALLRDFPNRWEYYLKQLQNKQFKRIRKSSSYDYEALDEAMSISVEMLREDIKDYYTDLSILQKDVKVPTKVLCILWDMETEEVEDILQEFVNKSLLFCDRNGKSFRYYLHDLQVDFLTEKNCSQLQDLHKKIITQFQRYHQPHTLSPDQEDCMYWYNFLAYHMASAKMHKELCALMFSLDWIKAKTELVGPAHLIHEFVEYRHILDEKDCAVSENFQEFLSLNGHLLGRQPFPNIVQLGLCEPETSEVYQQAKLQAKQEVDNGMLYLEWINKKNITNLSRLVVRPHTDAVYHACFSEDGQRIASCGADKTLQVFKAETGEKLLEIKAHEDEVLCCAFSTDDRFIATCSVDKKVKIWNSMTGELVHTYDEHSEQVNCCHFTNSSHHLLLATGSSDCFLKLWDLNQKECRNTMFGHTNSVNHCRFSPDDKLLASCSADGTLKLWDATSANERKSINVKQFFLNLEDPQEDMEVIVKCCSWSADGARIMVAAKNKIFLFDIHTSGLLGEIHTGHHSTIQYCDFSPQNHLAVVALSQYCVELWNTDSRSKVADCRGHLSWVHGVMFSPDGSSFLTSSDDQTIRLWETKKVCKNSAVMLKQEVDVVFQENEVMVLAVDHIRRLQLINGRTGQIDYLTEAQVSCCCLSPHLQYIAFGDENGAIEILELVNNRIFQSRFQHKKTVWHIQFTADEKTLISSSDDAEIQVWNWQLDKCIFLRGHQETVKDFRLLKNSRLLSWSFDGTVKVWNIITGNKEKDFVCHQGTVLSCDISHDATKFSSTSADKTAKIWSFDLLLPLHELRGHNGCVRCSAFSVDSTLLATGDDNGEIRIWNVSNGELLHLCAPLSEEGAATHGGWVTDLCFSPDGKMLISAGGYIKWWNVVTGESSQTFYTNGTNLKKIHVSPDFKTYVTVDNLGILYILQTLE
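Material: biochemical Apaf-1 apoptosome reconstitution. Medium: Hepes buffer, pH 7.5. Also added: cytochrome c activation, bis-DEVD rhodamine 110 substrate. Timing: 30 min compound preincubation, 50 min activation, room temperature. Measured by: rhodamine 110 fluorescence at Ex 480/Em 540 nm.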
HKDC1 inhibitor – HKDC1 (human) hexokinase inhibition; Q2TB90; recombinant HKDC1, G6PDH/diaphorase resazurin coupled fluorescence; inhibition, % at 20 µM; actives 0.16% (n = 340,000);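 active means inhibition above about 35% when tested at 20 µM, limit read from the data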;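 further: plate controls were DMSO wells with enzyme for no effect and DMSO wells lacking enzyme for full effect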
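test system = in-house recombinant HK5 (HKDC1) enzyme | amount = HKDC1 at 5 µg/mL | control set = DMSO-enzyme wells negative, buffer-substituted wells positive | compound = one dose of 20 µM, 1% DMSO | schedule = reaction time 90 min, room temperature, protected from light | technique = resorufin fluorescence at 613 nm | reagent = glucose with 1 mM ATP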
PfG6PD inh – PfG6PD (Plasmodium falciparum) enzyme inhibition; PfGluPho enzyme, NADPH resazurin-diaphorase fluorescence; inhibition, % at 20 µM; actives 0.78% (n = 350,000);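 active means inhibition reaching at least a set limit at 20 µM in the primary screen, cut at about 59% in these data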;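 further: 0% = DMSO wells with substrate and 100% = DMSO wells lacking glucose-6-phosphate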
SENP6 block – blocks the human protease SENP6; inhibition, % at 10 µM; AID 2599; Recombinant SENP6 catalytic domain, aminoluciferin luminescence; actives 1.8% (n = 330,000);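 active means inhibition above about 50% at the single tested dose, limit read from the data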;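 further: plate controls were DMSO wells with enzyme for no effect and DMSO wells lacking enzyme for full effect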
SENP7 block – SENP7 protease inhibition. Q9BQF6. recombinant SENP7, Z-RLRGG-aminoluciferin luminescence, 40 min. inhibition, % at 5 µM. actives 1.5% (n = 330,000). AID 434973;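 active means inhibition above about 50% at the single test dose, limit read from the data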;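 further: plate controls were DMSO with enzyme for no effect and no enzyme buffer wells for full effect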
Numbers without * were called inactive; i = inactive; x = no result given. The order is random (roughly 4.1% active in at least one column).

SMILES	NLRP3 yeast inh	SENP8 block-1	SENP8 block-2	SENP1 inh	Apaf-1 inh	HKDC1 inhibitor	PfG6PD inh	SENP6 block	SENP7 block
O=C(CNC(=O)COc1ccccc1)NCCN1CCOCC1	2	2	10	1	-7	-6	-5	3	7
CN(CC(=O)Nc1ccc(Cl)c(Cl)c1)C(=O)C12CC3CC(CC(C3)C1)C2	14	3	8	0	-86	-3	14	4	8
Cc1ccnc(NC(=O)CCC(=O)N(CC(=O)NCc2ccc(F)cc2)Cc2ccco2)c1	17	-8	7	2	1	1	-1	-18	5
Cc1ccccc1C(=O)Nc1nnc(CC(=O)N/N=C/c2ccco2)s1	3	-3	6	-10	-19	-3	-6	1	3
CCOc1ccccc1OCC(=O)Nc1ccccc1C(=O)NC1CC1	24	-8	-6	0	11	-8	-8	-21	-2
Cc1ccc(S(=O)(=O)Nc2nc3ccccc3nc2NCC2CCCO2)cc1 (stereo not drawn)	-20	-7	-381	-38	-4	1	-11	0	-3
Cc1ncc(COCc2ccccc2)c(CO)c1OCc1ccccc1	x	x	12	0	x	-2	10	x	x
OC(CNCc1ccco1)Cn1c2ccccc2c2ccccc21 (stereo not drawn)	16	-8	7	-2	0	6	9	-25	-9
CCN1C(=S)N[C@@H](c2cccs2)C(C(=O)OC)=C1C	17	-14	1	2	4	-3	-9	-9	5
CC(NC(=O)C(c1ccccc1)c1ccccc1)C(=O)O (stereo not drawn)	3	-3	4	1	-8	-6	-18	8	7
COc1cc(OC)c(-c2nc3cnccc3n2C)cc1OC	13	1	-40	-5	1	-11	-3	-9	3
COc1ccc(COC(=O)C2CCN(S(=O)(=O)c3ccc(F)cc3)CC2)cc1	24	-7	2	1	21	0	1	-6	-7
COc1ccccc1CNC(=O)CSc1ccc(Br)cc1	27	3	16	4	5	-9	12	1	-3
Cc1cccc(NC(=O)c2cccc(NS(=O)(=O)c3ccc(Cl)cc3)c2)c1	20	-17	13	-1	15	2	-18	1	11
Cc1cn(CCOc2ccc(Cl)cc2)c(=O)[nH]c1=O	13	-5	19	1	-3	-2	-15	-8	-2
CC(C)NC(=O)CSc1nnc(-c2ccc(F)cc2)c2ccccc12	10	-2	11	1	-2	-2	0	-23	-7
COc1cccc(CN(C)C(=O)C2CCC(=O)N(Cc3cccc(F)c3)C2)c1 (stereo not drawn)	6	5	2	1	2	-2	-7	2	8
CCCc1c(NC(=O)Nc2ccc(F)cc2)cnn1-c1ccccc1	9	-5	24	0	0	-2	2	-15	8
CCOC(=O)c1c(NC(=O)Cn2nc(C(F)F)cc2C(F)F)sc(C)c1C	6	8	-8	1	7	0	31	7	-2
CCCc1ncc(C(=O)c2ccc(OC)cc2)n1C	25	-1	6	1	-9	-7	0	-9	3
CN(C)c1ccnc(NCc2ccccc2)c1C#N	18	-6	5	1	-7	3	-19	1	1
CC(C)CN(C(=O)c1ccco1)C1CCS(=O)(=O)C1 (stereo not drawn)	10	-4	9	-1	3	-5	6	-18	-13
CC(C(=O)N1CC2(C)CC1CC(C)(C)C2)N1C(=O)c2ccccc2C1=O (stereo not drawn)	-6	-3	17	1	-3	-4	-1	-13	6
COC(=O)Cc1c(O)ccn(Cc2cccc3ccccc23)c1=O	-4	-16	9	1	11	-9	-13	-6	-10
Cn1ncc(Cl)c(Oc2ccccc2)c1=O	16	-13	14	1	-8	-4	8	-2	-1
CCN(CC)C(=O)C1CCCN(C(=O)c2oc3ccc(C)cc3c2C)C1 (stereo not drawn)	-1	3	5	3	4	-1	6	-9	4
CC(=O)Nc1ccc(NC(=O)CSc2nnc(N)n2-c2ccccc2)cc1	x	x	13	1	x	-5	-4	x	x
OC(Cn1nnc2ccccc21)Cn1c(C(F)(F)F)nc2ccccc21 (stereo not drawn)	20	-11	16	2	-5	-2	-23	-1	-2
O=C(c1ccc(S(=O)(=O)c2ccccc2Cl)c([N+](=O)[O-])c1)N1CCN(Cc2ccccc2)CC1	-11	-1	0	1	6	12	17	1	-8
CCn1c(SCC(=O)NCCc2ccccc2)nnc1-c1ccco1	1	-8	22	1	0	-4	-4	-5	-5
CC(Sc1nc(-c2ccccc2)cc(C(F)(F)F)n1)C(=O)Nc1sc2c(c1C#N)CCC2 (stereo not drawn)	25	-7	17	-1	10	-2	31	-5	-4
COCCNC(=O)COc1ccc(Br)cc1Cl	17	-2	9	0	2	4	-1	8	6
Cc1ccc(C(=O)Oc2ccc(Br)cc2C(=S)N2CCOCC2)cc1	16	-8	15	4	21	-4	7	-26	-4
CCCCCCCCOc1ccc(C2CC(=O)NC2=O)cc1 (stereo not drawn)	11	-3	6	0	24	1	7	13	-2
O=C(N/C(=C\c1cccc([N+](=O)[O-])c1)C(=O)N1CCCCC1)c1cccs1	4	3	14	0	-3	3	-3	13	5
CC(C)(C)c1ccc(C(=O)NCCN2CCOCC2)cc1	7	6	17	-3	-18	-7	3	-13	2
COc1ccc(NC(=O)CN(C)C(=O)c2cccc(Oc3ccccc3)c2)cc1	0	-10	9	1	22	-3	-9	-13	-5
OCCC1CN(Cc2ccc(Oc3ncccn3)cc2)CCN1Cc1ccc(F)c(F)c1 (stereo not drawn)	-5	-3	14	-1	3	-2	-17	-13	-2
CCN(CC(=O)Nc1c(F)cccc1F)C(=O)c1cccnc1Sc1ccccc1	16	-7	12	3	6	-1	-16	-13	-1
COc1ccccc1CNC(=O)c1nn(-c2ccc(C)cc2)c(=O)c2c1c1ccccc1n2C	13	-7	-295	2	23	1	1	-7	-10
O=C(Cn1ncn2nc(-c3ccccc3)cc2c1=O)NCc1ccccn1	8	6	11	1	-5	-5	-2	6	0
COCCNC(=O)[C@@H]1CSC2c3ccccc3C(=O)N21 (stereo partly drawn)	4	8	19	2	-1	-4	0	-8	4
CCOC(=O)C1(Cc2cccc(Cl)c2)CCCN(C(=O)CN2C(=O)CSC2=O)C1 (stereo not drawn)	19	4	5	-1	17	0	5	-7	-1
Cc1n[nH]c(=S)n1-c1ccccc1	19	-10	25	2	2	-2	20	-17	-2
COc1ccc(/C=C2\SC(=S)N(CC(=O)Nc3nnc(C)s3)C2=O)cc1	18	4	29	-42	-8	-1	-7	-4	-5

Molecules above containing a cyano group, in the order listed:
SMILES	NLRP3 yeast inh	SENP8 block-1	SENP8 block-2	SENP1 inh	Apaf-1 inh	HKDC1 inhibitor	PfG6PD inh	SENP6 block	SENP7 block
CN(C)c1ccnc(NCc2ccccc2)c1C#N	18	-6	5	1	-7	3	-19	1	1
CC(Sc1nc(-c2ccccc2)cc(C(F)(F)F)n1)C(=O)Nc1sc2c(c1C#N)CCC2 (stereo not drawn)	25	-7	17	-1	10	-2	31	-5	-4

4 of the compounds above, in CSV form:
Molecule,NLRP3 yeast inh,SENP8 block-1,SENP8 block-2,SENP1 inh,Apaf-1 inh,HKDC1 inhibitor,PfG6PD inh,SENP6 block,SENP7 block
CC(Sc1nc(-c2ccccc2)cc(C(F)(F)F)n1)C(=O)Nc1sc2c(c1C#N)CCC2 (stereo not drawn),25,-7,17,-1,10,-2,31,-5,-4
COCCNC(=O)COc1ccc(Br)cc1Cl,17,-2,9,0,2,4,-1,8,6
CCCCCCCCOc1ccc(C2CC(=O)NC2=O)cc1 (stereo not drawn),11,-3,6,0,24,1,7,13,-2
Cc1ccc(C(=O)Oc2ccc(Br)cc2C(=S)N2CCOCC2)cc1,16,-8,15,4,21,-4,7,-26,-4

Going on with the list.
SMILES	NLRP3 yeast inh	SENP8 block-1	SENP8 block-2	SENP1 inh	Apaf-1 inh	HKDC1 inhibitor	PfG6PD inh	SENP6 block	SENP7 block
COCCOC1CCN(C(=O)C2CCC(=O)N(Cc3cccc(F)c3)C2)CC1 (stereo not drawn)	13	-16	4	2	-2	2	-12	-24	-15
Cc1cc(C(=O)OCC(=O)NC2CCCCC2)c(C)o1	7	0	6	0	0	-5	-8	-14	4
CNc1nc2c(Cl)cc(Cl)cc2s1	20	-13	25	1	2	-8	-6	-23	5
CCCCOC(=O)c1ccc(NC(=O)c2nn(C)cc2Br)cc1	29	-3	5	3	24	3	3	25	6
CC1CCN(Cc2nc(Cl)c3c4c(sc3n2)CCC4)CC1	22	-6	-20	-3	7	-5	2	8	-2
NCCCCCc1cn([C@@H](CCC(=O)O)C(=O)NCCCCCCCCCCC(=O)N2CCNCC2)nn1	21	1	22	3	-12	6	11	-8	-3
COc1ccc(Cl)cc1NC(=O)CN1C(=O)CCS(=O)(=O)c2ccccc21	x	x	20	2	x	0	12	x	x
COc1ccccc1Nc1nc(N)nc(-c2cc3ccccc3o2)n1	15	-4	8	1	30	4	-2	-13	-5
NC(=O)C1(N2CCCCC2)CCN(C2CC(=O)NC2=O)CC1 (stereo not drawn)	-2	8	-15	0	-7	0	-1	-2	8
CCN1C(c2ccc(F)cc2)=CS/C1=C(\C#N)c1nnc2n1-c1ccccc1SC2	11	-6	5	4	14	0	-3	-17	-7
Cc1ccc2nc(-c3ccc(NC(=S)NCCC(C)C)cc3)sc2c1	9	5	i	-77	0	-3	5	12	10
CC1(c2ccc(OC(F)F)cc2)NC(=O)N(CC(=O)Nc2cccnc2Cl)C1=O (stereo not drawn)	17	-4	8	-1	8	-3	5	-14	3
COC(CNC(=O)c1cc(Sc2nnc(C)s2)nc2ccccc12)OC	8	1	-12	1	-10	-10	-3	-4	-1
CCN(CC)CCCNC(=O)CN1C(=O)CSc2ccc(S(=O)(=O)N3CCOCC3)cc21	-11	-3	11	2	6	-26	1	-5	-8
COC(=O)[C@@]1(Cc2ccccc2)[C@H]2C(=O)N(C)C(=O)[C@H]2[C@H]2CN(C)C(=NCc3ccccc3)N21	x	x	6	1	x	-5	-2	x	x
CCOc1cc(CNCc2ccc3c(c2)OCO3)ccc1OC	15	-4	12	1	1	-7	15	4	3
CC(=O)OCc1c(-c2ccccc2)c2cc([N+](=O)[O-])ccc2n1C	15	-1	10	2	14	3	-4	-11	3
O=C(Nc1nccs1)c1ccc2c(c1)C(=O)N(Cc1cccnc1)C2=O	2	-12	3	1	-4	0	16	-17	-1
CN(CC(=O)Nc1ccccc1Cl)C(=O)COC(=O)CN1C(=O)NC2(CCCC2)C1=O	-1	-2	0	1	7	2	-5	-9	11
Cc1ccc(C2CC(=O)Nc3cc4c(cc32)OCCO4)s1 (stereo not drawn)	16	-11	-7	2	7	-3	11	-23	-4
CCCc1cc(=O)n2[nH]c(NCc3ccc(OC)cc3)nc2n1	9	-1	5	7	6	10	8	-11	2
Cc1ccc(CNc2ccc3c(c2)OCO3)cc1	x	x	-108	-24	x	6	40	x	x
Cc1nc2cccc(C)n2c(=O)c1Cl	5	4	17	0	0	-7	-19	6	1
COc1ccc(C2CC(C(F)(F)F)n3nc(C(=O)O)cc3N2)cc1OC (stereo not drawn)	-2	0	22	3	-3	-4	-7	11	2
CCc1cccc(C)c1NC(=O)CCN1C(=O)NC(C)(C)C1=O	15	-11	4	1	0	-6	0	-17	-3
COc1ccc(OC)c(/C=N/NC(=O)CSc2cc(C)nc3c(OC)cccc23)c1	7	6	-389	-23	8	17	-1	-9	2
O=C(Nc1ccc(N2CCOCC2)cc1Cl)C1CCN(C(=O)OCc2ccccc2)CC1	12	-9	15	-2	6	-1	6	1	10
N#Cc1ccsc1NC(=O)CN1C(=O)NC2(CCCC2)C1=O	-6	6	-29	-6	-8	x	x	3	-3
